Compound activity from PubChem BioAssay.
Growth percent in the NCI-60 one-dose screen (48 h, 10 µM unless noted): 100 = growth as untreated, 0 = no growth, -100 = all killed.
MOLT-4: MOLT-4 leukemia cells; 6.9% of 80,000 active
K-562: K-562 leukemia. 7.4% of 78,000 active. AID 1794777
MDA-MB-231: MDA-MB-231 breast cancer; 5% of 81,000 active; AID 1794789
MDA-MB-468: MDA-MB-468 breast cancer | 8.5% of 78,000 active | AID 2202374
MCF7: MCF7 breast cancer; 6.3% of 82,000 active; AID 1794796
SR: SR leukemia cells. AID 1794780. 8.7% of 73,000 active
RPMI-8226: RPMI-8226 leukemia cells; 7.5% of 77,000 active
CCRF-CEM: CCRF-CEM leukemia. AID 1794778. 7% of 77,000 active
* = called active by the depositor; nt = no result given; & = joins results of further samples. Rule for the calls: active = growth percent below 10; inactive = the rest.

| Structure | MDA-MB-468 | SR | MOLT-4 | CCRF-CEM | MCF7 | RPMI-8226 | K-562 | MDA-MB-231 |
| --- | --- | --- | --- | --- | --- | --- | --- | --- |
| O=C(CCc1nc2c(=O)[nH]c(=S)[nH]c2[nH]c1=O)NCc1ccc(C(=O)O)cc1 | 94 | 111 | 98 | 88 | 86 | 108 | 99 | 103 |
| COC(=O)[C@H]1Cc2c([nH]c3ccccc23)[C@@H](c2ccc3c(c2)OCO3)N1 | 103 | 97 | 100 | 91 | 94 | 99 | 95 | 97 |
| Clc1ccccc1-c1nnc2c(Cc3ccccc3)nc3ccccc3n12 | 79 | 15 | 40 | nt | 96 | 36 | 21 | 74 |
| O=C(Cn1ccc(=O)[nH]c1=O)c1ccc([N+](=O)[O-])o1 | 44 | 74 | 106 | 83 | 38 | 65 | 84 | 111 |
| N#CC(C#N)c1c(C(F)(F)F)nn(-c2ccccc2)c1-c1ccc(Cl)cc1 | 92 | 96 | 82 | 95 | 102 | 94 | 99 | 106 |
| CC1=C(C(=O)Nc2ccccc2)C(c2ccc(N(C)C)cc2)n2c(nc3ccccc32)N1 (configuration not stated) | 113 | 73 | 77 | 94 | 80 | 78 | 82 | 109 |
| CCOc1nsc(OCC)n1 | 91 | 78 | 93 | 91 | 99 | 94 | 96 | 102 |
| CCOc1cc(CC(=O)N[C@@H](CC(C)C)c2ccccc2N2CCCCC2)ccc1C(=O)O | 106 | 92 | 80 | 89 | 96 | 98 | nt | 95 |
| COc1ccc(C(=O)/C=C/c2ccc(OCc3cccc(C(F)(F)F)c3)c(OC)c2)cc1OC | 69 | 37 | 42 | 51 | 40 | 30 | 39 | 80 |
| O=C(Oc1ccccc1)c1ccccc1Cl | 102 | 104 | 110 | -12* | 102 | 63 | 107 | 111 |
| COC(=O)C1CCC(=O)N1C(=O)CC(C)=O (configuration not stated) | 113 | 91 | 91 | 117 | 92 | 102 | 98 | 104 |
| CCNS(=O)(=O)c1ccc(OCCOc2ccc(S(=O)(=O)NCC)cc2)cc1 | 104 | 101 | 100 | 109 | 94 | 102 | 99 | 102 |

One compound at a time, from the list above:
CCNS(=O)(=O)c1ccc(OCCOc2ccc(S(=O)(=O)NCC)cc2)cc1 is entered as MDA-MB-468 = 104; SR = 101; MOLT-4 = 100; CCRF-CEM = 109; MCF7 = 94; RPMI-8226 = 102; K-562 = 99; MDA-MB-231 = 102
O=C(Oc1ccccc1)c1ccccc1Cl is entered as MDA-MB-468 = 102; SR = 104; MOLT-4 = 110; CCRF-CEM = -12*; MCF7 = 102; RPMI-8226 = 63; K-562 = 107; MDA-MB-231 = 111
Clc1ccccc1-c1nnc2c(Cc3ccccc3)nc3ccccc3n12 is entered as MDA-MB-468 = 79; SR = 15; MOLT-4 = 40; CCRF-CEM = nt; MCF7 = 96; RPMI-8226 = 36; K-562 = 21; MDA-MB-231 = 74

Other entries
| Structure | MDA-MB-468 | SR | MOLT-4 | CCRF-CEM | MCF7 | RPMI-8226 | K-562 | MDA-MB-231 |
| --- | --- | --- | --- | --- | --- | --- | --- | --- |
| O=[N+]([O-])c1cnc2ccccc2c1NCc1ccc(O)cc1 | 32 | 37 | 103 | 100 | 29 | 101 | 101 | 83 |
| CC1CC(C)(C)OC(c2ccco2)O1 (configuration not stated) | 108 | 100 | 98 | nt | 95 | 103 | 108 | 107 |
| COc1ccc(-c2nc(SCc3cc(=O)oc4ccc(C)cc34)[nH]c(=O)c2C(=O)NC(C)(C)C)cc1 | 110 | 96 | 93 | 109 | 103 | 98 | 96 | 92 |
| CC(C)CC(=O)Oc1ccc(/C=C/c2cc(OC(=O)CC(C)C)cc(OC(=O)CC(C)C)c2)cc1 | 97 | 79 | 66 | 70 | 93 | 84 | 79 | 98 |
| Cc1nn(-c2ccccc2)c(N2CCOCC2)c1/C=C/C(=O)c1ccccc1 | 74 | 17 | 55 | 45 | 58 | 50 | 40 | 83 |
| O=C1OCC/C1=C\c1ccccc1 | 106&96 | 84&106 | 100&109 | 99&94 | 101&101 | 103&98 | 106&108 | 100&112 |
| Clc1ccc2nc(-c3cccs3)[nH]c2c1 | 97 | 102 | 101 | 107 | 80 | 92 | nt | 97 |
| COc1cc(/C=N/C2=NNC(C)(c3ccccc3O)N2C(C)C(=O)O)ccc1O (configuration not stated) | 78 | 79 | 63 | 37 | 77 | 63 | 86 | 75 |
| N#CC(C#N)=C(N)c1n[nH]n2c1nc(=O)c1sccc12 | 120 | 109 | 103 | 104 | 98 | 103 | 102 | 103 |
| Cc1cc(CSc2ccccc2C(=O)NCCNc2ccc(C(F)(F)F)cc2[N+](=O)[O-])on1 | 37 | 39 | 57 | nt | 79 | 29 | 55 | 78 |
| O=C(N/N=C/c1ccc(Cl)cc1)c1cnc2n(c1=O)CCCCC2 | 81 | 105 | 103 | 101 | 91 | nt | 114 | 99 |
| COc1ccc(/C(=C\c2cc(OC)c(OC)c(OC)c2)C(=O)Nc2nc3ccc(N)cc3s2)cc1 | 92 | 70 | 65 | 87 | 85 | 81 | nt | 84 |

Reformatted: results already given.
The line under a structure holds: MDA-MB-468	SR	MOLT-4	CCRF-CEM	MCF7	RPMI-8226	K-562	MDA-MB-231
> CC1CC(C)(C)OC(c2ccco2)O1 (configuration not stated)
  108	100	98	nt	95	103	108	107
> COc1ccc(-c2nc(SCc3cc(=O)oc4ccc(C)cc34)[nH]c(=O)c2C(=O)NC(C)(C)C)cc1
  110	96	93	109	103	98	96	92
> CC(C)CC(=O)Oc1ccc(/C=C/c2cc(OC(=O)CC(C)C)cc(OC(=O)CC(C)C)c2)cc1
  97	79	66	70	93	84	79	98
> Cc1nn(-c2ccccc2)c(N2CCOCC2)c1/C=C/C(=O)c1ccccc1
  74	17	55	45	58	50	40	83

Continuation:
| Structure | MDA-MB-468 | SR | MOLT-4 | CCRF-CEM | MCF7 | RPMI-8226 | K-562 | MDA-MB-231 |
| --- | --- | --- | --- | --- | --- | --- | --- | --- |
| Cc1c(C(=O)Nc2nc3ccccc3s2)cnn1-c1c(F)cccc1Br | 55 | 63 | 56 | 61 | 48 | 52 | 36 | 82 |
| COc1cccc(C2CC(c3cc(OC)c(OC)c(OC)c3)=NN2)c1 (configuration not stated) | nt | 9.9* | 81 | nt | 51 | 57 | 14 | 98 |
| CC(N)S(=O)(=O)O (configuration not stated) | 94 | 101 | 114 | 103 | 97 | 107 | 103 | nt |
| C=CC(=O)Nc1cccc(-c2nc(SC)nc(NCc3ccccc3)c2C#N)c1 | 52 | nt | 49 | 60 | 47 | 38 | 60 | 62 |
| N#Cc1ccc(C(F)(F)F)nc1N1CCC(C(=O)Nc2ccc(Cl)cc2)CC1 | 69 | 48 | 41 | 82 | 60 | 74 | 49 | 96 |
| Nc1ccc(F)cc1F | 93 | 107 | 107 | 102 | 96 | 102 | 107 | 94 |
| Cc1ccc(NC(=O)N[C@@H](Cc2cc(F)cc(F)c2)C(=O)N[C@@H]2C(=O)N3CCC[C@H]3C(=O)N3CCCC[C@H]3C(=O)N[C@@H](C)C(=O)N3C[C@H](C)C[C@H]3C(=O)O[C@H]2C)cc1 | 6.0* | 31 | 31 | 55 | 23 | 20 | 14 | 4.0* |
